Assay outcomes (PubChem BioAssay)
NCOA2 inhibitor: human SRC2 (NCOA2) inhibition. Q15596. HEK293 GAL4-SRC2 luciferase reporter, luminescence. inhibition, % at 9 µM. 0.17% of 370,000 active;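 active means inhibition above the mean inhibition of all tested compounds plus 3 SD, set per campaign, cut at about 52% in these data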;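 further: 0% = DMSO treated cells and 100% = cells given Gossypol at 36 µM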
TLR9-MyD88 inh: inhibitors of human TLR9-MyD88 binding; Q9NR96+Q99836; CHO BLA complementation TLR9-MyD88, CCF4 FRET ratio; inhibition, % at 4.98 µM; 0.21% of 340,000 active;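 active means inhibition above the mean over all tested compounds plus 3 SD, cut at about 21% in these data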;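 further: 0% = DMSO only wells and 100% = clavulanate BLA inhibitor control wells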
Vif inh: inhibitors of HIV Vif; 0.35% of 340,000 active; inhibition, % at 7.49 µM; AID 602346; HEK293T cells, Vif self-association by quenched fluorescence, imaging, 24 h; in the data active means inhibition above about 50%, passing the limit was not always enough; further: some results filed as inactive read as strong as hits
NOD2-RIPK2 inh: blocks binding of human NOD2 to RIPK2 | O43353 | CHO BLA complementation NOD2-RIPK2, CCF4 ratio | inhibition, % at 4.98 µM | 0.38% of 360,000 active | AID 624267; in the data active means inhibition above about 21%;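 further: 0% = vehicle only and 100% = reference blocker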
NCOA3 inh: human NCOA3 inhibition | Q9Y6Q9 | HEK293 GAL4-SRC3 luciferase reporter, luminescence | inhibition, % at 3.6 µM | 0.17% of 360,000 active;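 active means inhibition above a per-campaign cutoff, the mean of all compounds plus 3 SD, cut at about 60% in these data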;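 further: 0% = DMSO-treated cells and 100% = gossypol-treated cells at 36 µM; higher means less SRC3-driven luciferase light from the GAL4 reporter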
LRH-1 inv ag: NR5A2 inverse agonism in reporter assay | O00482 | HEK293T StAR-luciferase reporter, LRH-1 transfected, 24 h | inhibition, % at 3.6 µM | 0.13% of 360,000 active | AID 602396;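 active means inhibition above the mean inhibition of all tested compounds plus 3 SD, cut at about 73% in these data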;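 further: 0% = DMSO wells and 100% = reporter-only cells lacking LRH-1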
SRC1 inh: inhibits human SRC1 coactivator | 0.12% of 360,000 active | HEK293 GAL4-SRC1 luciferase reporter, luminescence | inhibition, % at 3.6 µM | AID 588354 | Q15788;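 active means inhibition above the campaign mean plus 3 SD, with each screening campaign given its own cutoff, cut at about 60% in these data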;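 further: 0% = DMSO treated cells and 100% = gossypol at 36 µM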
TROY NFkB inh: TROY signaling inhibition. Q293 LMP1-TROYcd NF-kB luciferase reporter, 4 h. inhibition, % at 10 µM. 0.98% of 360,000 active;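 active means compounds whose plate-normalised and pattern-corrected inhibition of the luciferase reporter signal at the single screening dose is 50% or more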
C8 TRAIL sens: sensitizes caspase-8 expressing cells to TRAIL; AID 624354; inhibition (viability loss, TRAIL sensitization), % at 10 µM; 1% of 360,000 active; NB7+C8 cells + TRAIL, ATPlite viability luminescence;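 active means compounds causing at least 50% loss of cell viability in the single-dose screen, relative to plate controls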
COUP-TFII inh: blocks human COUP-TFII nuclear receptor | P24468 | HEK293T NGFI-A luciferase reporter, luminescence | inhibition, % at 8.6 µM | 0.7% of 370,000 active | AID 686940;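 active means inhibition above a per-plate cutoff, mean inhibition of test wells between control levels plus 3 SD, cut at about 38% in these data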;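 further: cells cotransfected with COUP-TFII expression vector driving the NGFI-A reporter; 0% = median of COUP-TF2 test wells and 100% = reporter-only cells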
EBV LMP1 NFkB: Epstein-Barr LMP1 NF-kappaB reporter inhibition. LMP1-induced NF-kappaB luciferase reporter cells, luminescence. inhibition, % at 12.5 µM. 0.69% of 350,000 active. AID 504558; in the data active means inhibition above about 41%;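 further: 0% = neutral control wells and 100% = reference inhibitor control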
Active calls of the source: *. The list is partial; count on the stated rates, not on these rows.

What do the screens show for `COC(=O)c1cn[nH]c1NC(=S)Nc1ccc(Cl)c(Cl)c1`?
NCOA2 inhibitor: -70.3; TLR9-MyD88 inh: 21.9*; Vif inh: -17.9; NOD2-RIPK2 inh: 9.1; NCOA3 inh: 2.1; LRH-1 inv ag: -62.2; SRC1 inh: 3.4; TROY NFkB inh: 73.3*; C8 TRAIL sens: 18.1; COUP-TFII inh: -30.5; EBV LMP1 NFkB: -184.5

How did Cc1cccc(Cn2c(C)nc3ccc([N+](=O)[O-])cc3c2=O)c1 do in these assays?
NCOA2 inhibitor: -2.8; TLR9-MyD88 inh: -2.4; Vif inh: -0.5; NOD2-RIPK2 inh: 5.8; NCOA3 inh: -0.3; LRH-1 inv ag: 8.1; SRC1 inh: 6.6; TROY NFkB inh: 10.7; C8 TRAIL sens: -12.2; COUP-TFII inh: -17.4; EBV LMP1 NFkB: 6.8

What do the screens show for `Cc1ccc(S(=O)(=O)N2CCOCC2)cc1C(=O)NCC1CCCO1` (stereo unspecified)?
NCOA2 inhibitor: -13.0; TLR9-MyD88 inh: -0.1; Vif inh: -3.6; NOD2-RIPK2 inh: -6.7; NCOA3 inh: -12.5; LRH-1 inv ag: -2.0; SRC1 inh: 1.4; TROY NFkB inh: -7.3; C8 TRAIL sens: -6.7; COUP-TFII inh: 5.0; EBV LMP1 NFkB: 3.2

How did C[C@H](NC(=O)OCc1ccccc1)c1nnc([C@H](C)NC(=O)OCc2ccccc2)o1 do in these assays?
NCOA2 inhibitor: 8.8; TLR9-MyD88 inh: -1.8; NOD2-RIPK2 inh: -7.1; NCOA3 inh: 5.6; LRH-1 inv ag: 27.5; SRC1 inh: 0.7; TROY NFkB inh: 1.6; C8 TRAIL sens: 5.4; COUP-TFII inh: -18.7; EBV LMP1 NFkB: 0.1

What do the screens show for `Cc1cc(C)cc(OC(=O)N2CCOCC2)c1`?
NCOA2 inhibitor: -0.8; TLR9-MyD88 inh: -1.7; Vif inh: 26.1; NOD2-RIPK2 inh: -4.5; NCOA3 inh: -4.9; LRH-1 inv ag: 10.6; SRC1 inh: -18.6; TROY NFkB inh: -9.1; C8 TRAIL sens: 0.2; COUP-TFII inh: 11.2; EBV LMP1 NFkB: -11.1

What do the screens show for `CCOc1ccc(NS(=O)(=O)c2ccc(NC(=S)NC(=O)C(C)C)cc2)cc1`?
NCOA2 inhibitor: -7.1; TLR9-MyD88 inh: -0.1; Vif inh: 4.0; NOD2-RIPK2 inh: -4.4; NCOA3 inh: -1.2; LRH-1 inv ag: 6.1; SRC1 inh: 1.3; TROY NFkB inh: 10.4; C8 TRAIL sens: -12.5; COUP-TFII inh: 2.4; EBV LMP1 NFkB: -4.5

What do the screens show for `O=C1Nc2ccc(Cl)cc2C12OCCCO2`?
NCOA2 inhibitor: -24.1; TLR9-MyD88 inh: -4.5; Vif inh: -0.7; NOD2-RIPK2 inh: -1.2; NCOA3 inh: 2.1; LRH-1 inv ag: -14.3; SRC1 inh: 0.2; TROY NFkB inh: -35.6; C8 TRAIL sens: 1.5; COUP-TFII inh: 8.4; EBV LMP1 NFkB: 4.0

Results for S=C(NCc1ccccc1)Nc1ccc(Oc2ccccc2)cc1 ?
NCOA2 inhibitor: -9.2; TLR9-MyD88 inh: -6.6; Vif inh: -5.0; NOD2-RIPK2 inh: -2.5; NCOA3 inh: 5.8; LRH-1 inv ag: 18.6; SRC1 inh: 8.4; TROY NFkB inh: 16.3; C8 TRAIL sens: -1.1; COUP-TFII inh: 9.6; EBV LMP1 NFkB: -6.9

How did C[C@H](NC(=O)c1nc[nH]c1C(=O)N1CCN(C(=O)OC(C)(C)C)CC1)C(=O)OC(C)(C)C do in these assays?
NCOA2 inhibitor: -23.1; TLR9-MyD88 inh: 6.1; Vif inh: -1.3; NOD2-RIPK2 inh: -3.6; NCOA3 inh: 0.3; LRH-1 inv ag: -6.7; SRC1 inh: 0.2; TROY NFkB inh: -10.1; C8 TRAIL sens: -1.7; COUP-TFII inh: 4.0; EBV LMP1 NFkB: 8.6

Results for CCCn1c(SCC(=O)N(C2CCCCC2)C2CCS(=O)(=O)C2)n[nH]c1=O (stereo unspecified) ?
NCOA2 inhibitor: 11.3; TLR9-MyD88 inh: -1.7; Vif inh: 2.4; NOD2-RIPK2 inh: 11.2; NCOA3 inh: 5.5; LRH-1 inv ag: -9.5; SRC1 inh: 2.4; TROY NFkB inh: -15.8; C8 TRAIL sens: 2.0; COUP-TFII inh: 4.8; EBV LMP1 NFkB: 18.9

Results for Cc1ccc(Nc2nc(C)cs2)cc1 ?
NCOA2 inhibitor: -55.2; TLR9-MyD88 inh: 6.2; Vif inh: 10.5; NOD2-RIPK2 inh: -18.8; NCOA3 inh: -81.9; LRH-1 inv ag: -95.9; SRC1 inh: -113.3; TROY NFkB inh: -14.2; C8 TRAIL sens: 20.9; COUP-TFII inh: -49.3; EBV LMP1 NFkB: -6.5

How did COc1cccc(CNC(=O)C(=O)NCCC2CCCCN2S(=O)(=O)c2cccs2)c1 (stereo unspecified) do in these assays?
NCOA2 inhibitor: 18.5; TLR9-MyD88 inh: -4.6; Vif inh: 6.1; NOD2-RIPK2 inh: 0.5; NCOA3 inh: -15.8; LRH-1 inv ag: 1.2; SRC1 inh: 5.3; TROY NFkB inh: 9.8; C8 TRAIL sens: -0.6; COUP-TFII inh: 10.7; EBV LMP1 NFkB: -5.8

Results for COc1ccc(NC(=O)C(=O)NCCN2CCN(C(=O)C(c3ccccc3)c3ccccc3)CC2)cc1 ?
NCOA2 inhibitor: -5.8; TLR9-MyD88 inh: -5.9; Vif inh: -0.5; NOD2-RIPK2 inh: -4.2; NCOA3 inh: -3.3; LRH-1 inv ag: -1.2; SRC1 inh: 8.8; TROY NFkB inh: -1.4; C8 TRAIL sens: -6.8; COUP-TFII inh: 4.2; EBV LMP1 NFkB: 13.3

What do the screens show for `COc1cccc(C(=O)O/N=C(\N)c2ccncc2)c1OC`?
NCOA2 inhibitor: -49.8; TLR9-MyD88 inh: -6.5; Vif inh: 2.2; NOD2-RIPK2 inh: -2.2; NCOA3 inh: -31.9; LRH-1 inv ag: -52.6; SRC1 inh: -59.2; TROY NFkB inh: -72.4; C8 TRAIL sens: 5.3; COUP-TFII inh: -47.3; EBV LMP1 NFkB: -11.6

How did O=C(Cc1ccccc1)N/N=C/c1ccc(OCC(=O)Nc2ccccc2)cc1 do in these assays?
NCOA2 inhibitor: 5.5; TLR9-MyD88 inh: -2.3; NOD2-RIPK2 inh: 0.8; NCOA3 inh: -22.1; LRH-1 inv ag: -14.6; SRC1 inh: -32.6; TROY NFkB inh: -21.4; C8 TRAIL sens: 6.8; COUP-TFII inh: 8.8; EBV LMP1 NFkB: -14.4

Results for O=C(Nc1ccc(Cl)c(Cl)c1)Nc1ccc([N+](=O)[O-])cn1 ?
NCOA2 inhibitor: 18.9; TLR9-MyD88 inh: 0.1; Vif inh: -2.8; NOD2-RIPK2 inh: -1.2; NCOA3 inh: -7.3; LRH-1 inv ag: 28.6; SRC1 inh: 3.0; TROY NFkB inh: 6.1; C8 TRAIL sens: 17.9; COUP-TFII inh: 8.0; EBV LMP1 NFkB: -6.0

Results for O=[N+]([O-])c1cc(C(F)(F)F)cc([N+](=O)[O-])c1N1CCCNCC1 ?
NCOA2 inhibitor: 2.9; TLR9-MyD88 inh: 3.8; Vif inh: -1.5; NOD2-RIPK2 inh: -0.6; NCOA3 inh: 4.8; LRH-1 inv ag: -12.6; SRC1 inh: -3.5; TROY NFkB inh: -16.8; C8 TRAIL sens: 4.1; COUP-TFII inh: 15.8; EBV LMP1 NFkB: 0.5

Results for COc1ccc(NC(=O)C2CCCN(S(=O)(=O)c3cccc4cccnc34)C2)cc1 (stereo unspecified) ?
NCOA2 inhibitor: -2.0; TLR9-MyD88 inh: -12.0; Vif inh: 3.4; NOD2-RIPK2 inh: -4.9; NCOA3 inh: 13.2; LRH-1 inv ag: -2.9; SRC1 inh: 3.2; TROY NFkB inh: 2.3; C8 TRAIL sens: 3.9; COUP-TFII inh: -7.1; EBV LMP1 NFkB: -1.5

Results for CC(C)c1ccc(CC(=O)N2CCC2(C)C(=O)NCC(C)(C)C)cc1 (stereo unspecified) ?
NCOA2 inhibitor: 19.4; Vif inh: -16.1; NOD2-RIPK2 inh: 1.9; NCOA3 inh: 1.2; LRH-1 inv ag: 11.5; SRC1 inh: 7.3; TROY NFkB inh: -2.9; C8 TRAIL sens: -0.4; COUP-TFII inh: 3.5

How did COc1ccccc1NS(=O)(=O)c1cc(C(=O)NCC(c2cccs2)N2CCOCC2)ccc1C (stereo unspecified) do in these assays?
NCOA2 inhibitor: -2.0; TLR9-MyD88 inh: 0.2; Vif inh: -7.7; NOD2-RIPK2 inh: 2.9; NCOA3 inh: -0.9; LRH-1 inv ag: 15.8; SRC1 inh: 8.1; TROY NFkB inh: 6.7; C8 TRAIL sens: -8.1; COUP-TFII inh: 5.6; EBV LMP1 NFkB: 9.6

What do the screens show for `COCCn1c(SCC(=O)NC(=O)NC(C)C)nc2ccccc21`?
NCOA2 inhibitor: -17.2; TLR9-MyD88 inh: 12.2; NOD2-RIPK2 inh: 0.0; NCOA3 inh: 3.0; LRH-1 inv ag: 19.5; SRC1 inh: 11.0; TROY NFkB inh: -15.1; C8 TRAIL sens: 12.7; COUP-TFII inh: -10.0; EBV LMP1 NFkB: -3.6

Results for CCC(CC)C(=O)Oc1c(C(=O)N(C)C)cccc1-c1ccccc1 ?
NCOA2 inhibitor: -21.3; TLR9-MyD88 inh: -0.1; Vif inh: -8.2; NOD2-RIPK2 inh: 3.6; NCOA3 inh: -0.1; LRH-1 inv ag: -0.8; SRC1 inh: -10.1; TROY NFkB inh: -8.0; C8 TRAIL sens: -7.5; COUP-TFII inh: -2.3; EBV LMP1 NFkB: 4.7

What do the screens show for `C=CCNC(=S)NNC(=O)CCC(O)COCCC(C)C` (stereo unspecified)?
NCOA2 inhibitor: -14.4; TLR9-MyD88 inh: -11.0; Vif inh: 3.1; NOD2-RIPK2 inh: -1.4; NCOA3 inh: 9.7; LRH-1 inv ag: 7.7; SRC1 inh: 2.2; TROY NFkB inh: -1.2; C8 TRAIL sens: -5.6; COUP-TFII inh: -0.2; EBV LMP1 NFkB: -3.9

Results for COc1ccc2c(c1)OC(O)(C(F)F)CC2=O (stereo unspecified) ?
NCOA2 inhibitor: 5.1; TLR9-MyD88 inh: 5.7; Vif inh: 14.6; NOD2-RIPK2 inh: -7.5; NCOA3 inh: -10.0; LRH-1 inv ag: 15.8; SRC1 inh: -34.5; TROY NFkB inh: -7.5; C8 TRAIL sens: -7.4; COUP-TFII inh: 9.0; EBV LMP1 NFkB: -15.9

What do the screens show for `COc1cccc2c1OCC([C@@H]1C[C@H]3CN(Cc4cccc(Cl)c4)C(=O)[C@]34CCCN14)=C2`?
NCOA2 inhibitor: -37.0; TLR9-MyD88 inh: 7.4; Vif inh: 14.2; NOD2-RIPK2 inh: 6.4; NCOA3 inh: 14.8; LRH-1 inv ag: 4.0; SRC1 inh: 8.1; TROY NFkB inh: 15.4; C8 TRAIL sens: 4.1; COUP-TFII inh: 13.2; EBV LMP1 NFkB: 5.6
